High-throughput results as filed in PubChem.
TbMetRS inhib: blocks T. brucei methionyl-tRNA synthetase activity; purified T. brucei MetRS, ATP depletion, Kinase-Glo luminescence; inhibition, % at 11.9 µM; hit rate 0.4% among 360,000;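 active = inhibition above a per-plate cutoff of the control wells' mean inhibition plus 3 SD, cut at about 5.5% in these data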;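 also: 0% = DMSO wells median and 100% = median of wells with control inhibitor compound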
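Dosing: 11.9 µM compound single dose, 0.9% DMSO; Assay system: purified T. brucei MetRS enzyme; Measured by: Kinase-Glo luciferase luminescence reporting remaining unconsumed ATP; Schedule: 15 min plus 2 h at 25 °C.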
STEP block: blocks human striatal-enriched tyrosine phosphatase; inhibition, % at 20 µM; P54829; recombinant STEP, OMFP fluorogenic substrate, fluorescence; hit rate 0.25% among 360,000; AID 588621;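 active = inhibition at 20 µM, scaled per plate between control wells, above about 37%, limit read from the data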;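 also: 0% = DMSO with enzyme and substrate and 100% = substrate only without enzyme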
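System: STEP (striatal-enriched tyrosine phosphatase) enzyme, cell-free; medium: Bis-Tris pH 6.0 buffer with DTT, detergent; dosing: 20 µM, 1% DMSO; times: reaction 20 min, ambient temperature; detection: fluorescence, 480/540 nm; read-out basis: normalized % inhibition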
MsrA inhibitor: inhibitors of bovine MsrA | purified bovine MsrA, absorbance read-out | inhibition, % at 15.5 µM | hit rate 0.75% among 360,000; in the data active = inhibition above about 4.5%;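 also: 0% = vehicle wells with enzyme and 100% = reference inhibitor wells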
Scp-1 inhibitor: Scp-1 (human) phosphatase inhibition. Q9GZU7. hit rate 0.88% among 340,000. inhibition, % at 20 µM. Recombinant Scp1, phosphopeptide, malachite green phosphate absorbance;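 active = inhibition above about 50% at 20 µM, limit read from the data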;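 also: plate controls were DMSO wells with enzyme for no effect and wells lacking enzyme for full effect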
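Test system: SCP-1 phosphatase catalytic domain, residues 76-261; measured by: colorimetric phosphate reagent with accelerator and stabiliser, absorbance at 630 nm; timing: enzyme reaction 45 min at room temperature, colour 5 min, stabilisation 30 min; also added: Phosphorylated 17-residue peptide substrate; compound dosing: one concentration, 20 µM, with 1.0% DMSO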
Rpn11 inh: inhibitors of human proteasome Rpn11; O00487; calls only at 20 µM; human 26S proteasome, Ub4-pepOG fluorescence polarization; 20S core pre-blocked with epoxomicin; hit rate 0.59% among 360,000;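 active = inhibition at 20 µM, scaled to each plate's controls, above about 33%, limit read from the data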
SUMO1 PPI mod: modulators of human SUMO1-mediated protein-protein interactions. P63165. SUMO1 binding to a labelled peptide, TR-FRET, 1 h. inhibition, % at 20 µM. hit rate 0.33% among 360,000. AID 602429; in the data active = inhibition above about 37%
DNMT1 inh: DNMT1 (human) enzyme inhibition. DNMT1 molecular beacon, Hinp1I cleavage, fluorescence. inhibition (reported as % activation of signal), % at 10 µM. hit rate 0.83% among 360,000. AID 588458; in the data active = inhibition above about 50%
Target sequence (P26358 504-1616 limits assumed): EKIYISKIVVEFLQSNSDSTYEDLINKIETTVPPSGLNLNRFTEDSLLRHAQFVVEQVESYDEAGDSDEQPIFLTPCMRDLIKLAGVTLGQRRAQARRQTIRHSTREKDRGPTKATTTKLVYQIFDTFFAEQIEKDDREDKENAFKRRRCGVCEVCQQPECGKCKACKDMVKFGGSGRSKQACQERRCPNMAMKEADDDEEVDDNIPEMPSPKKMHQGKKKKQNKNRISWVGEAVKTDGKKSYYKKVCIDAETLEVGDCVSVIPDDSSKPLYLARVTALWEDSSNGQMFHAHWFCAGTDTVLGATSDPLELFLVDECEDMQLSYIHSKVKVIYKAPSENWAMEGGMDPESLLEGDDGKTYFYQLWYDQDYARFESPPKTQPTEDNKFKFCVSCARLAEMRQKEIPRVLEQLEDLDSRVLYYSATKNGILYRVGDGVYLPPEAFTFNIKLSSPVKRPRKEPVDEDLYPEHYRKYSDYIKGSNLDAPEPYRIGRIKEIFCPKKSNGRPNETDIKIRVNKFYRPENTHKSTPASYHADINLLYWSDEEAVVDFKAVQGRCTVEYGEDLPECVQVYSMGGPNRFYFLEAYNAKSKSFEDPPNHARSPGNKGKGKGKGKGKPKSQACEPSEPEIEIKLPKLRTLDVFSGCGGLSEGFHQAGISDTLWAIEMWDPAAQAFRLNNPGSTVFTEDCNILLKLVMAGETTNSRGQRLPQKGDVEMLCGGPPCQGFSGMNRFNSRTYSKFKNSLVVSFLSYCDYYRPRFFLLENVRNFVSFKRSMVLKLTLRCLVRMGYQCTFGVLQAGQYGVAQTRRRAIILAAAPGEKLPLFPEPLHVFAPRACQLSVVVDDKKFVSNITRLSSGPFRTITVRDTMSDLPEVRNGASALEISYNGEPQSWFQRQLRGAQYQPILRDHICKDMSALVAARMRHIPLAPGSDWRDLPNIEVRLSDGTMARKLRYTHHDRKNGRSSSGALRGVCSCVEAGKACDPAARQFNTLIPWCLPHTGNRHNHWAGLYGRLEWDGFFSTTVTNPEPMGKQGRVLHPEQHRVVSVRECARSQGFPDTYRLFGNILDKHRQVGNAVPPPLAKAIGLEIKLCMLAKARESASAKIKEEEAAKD
CSN inh: CSN deneddylation inhibition | Q92905 | Purified CSN, SCF-Nedd8-OG deneddylation, fluorescence polarization | inhibition, % at 12.5 µM | hit rate 0.38% among 360,000 | AID 651999;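 active = pattern-corrected inhibition above about 35%, with an unprinted fluorescence ratio check between 0.5 and 1.5, limit read from the data, passing the limit was not always enough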;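 also: 0% = enzyme with substrate and 100% = substrate without enzyme; some results filed as inactive read as strong as hits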
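Detection – fluorescence polarization · System – HEK293T-derived human Csn5 enzyme · Controls – substrate-only high control, full reaction low control · Timing – 90 min, room temperature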
LMPTP inh: LMPTP (human) inhibition; inhibition, % at 20 µM; AID 651560; recombinant LMPTP-A, OMFP fluorogenic substrate, fluorescence intensity; P24666; hit rate 0.22% among 360,000;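 active = compounds that cut the enzyme signal by at least half of the control window in the single-dose screen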;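 also: plate controls were DMSO wells with enzyme plus substrate for no effect and substrate without enzyme for full effect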
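Test system: LMPTP-A phosphatase enzyme. Amount: LMPTP-A at 0.625 nM final in the reaction. Reagent: OMFP substrate, 400 µM final. Times: 50 min at room temperature. Signal: endpoint fluorescence intensity from OMFP dephosphorylation. Read-out basis: % inhibition. Benchmarks: no-enzyme and uninhibited controls.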
NadD inh: blocks S. aureus nicotinate mononucleotide adenylyltransferase | hit rate 0.78% among 360,000 | inhibition, % at 20 µM | purified NadD enzyme, colorimetric absorbance read-out; in the data active = inhibition above about 26%; also: some compounds past the cut are filed as inactive
* = called active by the depositor. Rows are unselected; overall some 3.9% were active at least once.

Screening COc1ccccc1/C=C1/SC(=S)N(C(C)C(=O)NC2C=CS(=O)(=O)C2)C1=O (configuration not stated) returned TbMetRS inhib -0.3, STEP block 0.3, MsrA inhibitor 0.3, Scp-1 inhibitor -11.0, Rpn11 inh inactive, SUMO1 PPI mod -22.2, DNMT1 inh 3.2, CSN inh -2.6, LMPTP inh 0.8 and NadD inh -1.9.
For COc1cccc(-c2ccc(NC(=O)C3CCCN(Cc4ccccn4)C3)cc2)c1 (configuration not stated) the results were TbMetRS inhib -0.3, STEP block -1.7, MsrA inhibitor -0.2, Rpn11 inh inactive, SUMO1 PPI mod -0.2, DNMT1 inh -6.6, CSN inh -3.5, LMPTP inh -0.6 and NadD inh -2.2.
`COc1ccc(-n2c(SCC(=O)Nc3cccc(S(N)(=O)=O)c3)nc3ccccc3c2=O)cc1OC` gave TbMetRS inhib -1.0, STEP block -1.3, MsrA inhibitor -0.7, Scp-1 inhibitor -5.2, Rpn11 inh inactive, SUMO1 PPI mod 36.5*, DNMT1 inh -2.8, CSN inh -1.8, LMPTP inh -0.4 and NadD inh -1.8.
Cc1ccc(S(=O)(=O)NC(N)=NCCc2ccc(Cl)cc2)cc1 was read as TbMetRS inhib 2.1, STEP block -1.0, MsrA inhibitor -0.4, Scp-1 inhibitor -4.1, Rpn11 inh inactive, SUMO1 PPI mod 1.9, DNMT1 inh -1.6, CSN inh -4.8, LMPTP inh -0.4 and NadD inh -1.8.
Cc1ccc(C(=O)N2NC(c3ccccc3F)C3C(=O)N(c4cccc(C)c4)C(=O)C32)cc1 (configuration not stated) was read as TbMetRS inhib -0.1, STEP block -1.7, MsrA inhibitor -0.5, Scp-1 inhibitor 7.2, Rpn11 inh inactive, SUMO1 PPI mod 2.3, DNMT1 inh -0.6, CSN inh -6.1, LMPTP inh 0.8 and NadD inh 3.5.
Screening COCCn1nnnc1C(c1cc2c(C)cc(C)cc2[nH]c1=O)N1CCCCCC1 (configuration not stated) returned TbMetRS inhib -0.5, STEP block -0.4, Scp-1 inhibitor -4.6, Rpn11 inh inactive, SUMO1 PPI mod -18.9, DNMT1 inh -6.7, CSN inh -2.9, LMPTP inh -3.9 and NadD inh -0.9.
Screening Cc1ccc(NS(=O)(=O)c2cccc(C(=O)O)c2)cc1S(=O)(=O)N1CCCCC1 returned TbMetRS inhib -0.1, STEP block 7.6, MsrA inhibitor -0.7, Scp-1 inhibitor 24.9, Rpn11 inh inactive, SUMO1 PPI mod 0.1, DNMT1 inh 6.8, CSN inh 1.1, LMPTP inh -0.5 and NadD inh 1.2.
Screening Cc1cccc(NC(=S)NC(=O)c2ccc(Br)o2)c1 returned TbMetRS inhib -0.1, STEP block 4.1, MsrA inhibitor -0.1, Scp-1 inhibitor -6.9, Rpn11 inh inactive, SUMO1 PPI mod -0.1, DNMT1 inh -1.8, CSN inh -1.3, LMPTP inh 1.1 and NadD inh -5.5.
For O=C(NC12CC3CC(CC(C3)C1)C2)c1cncc(O)c1 the results were TbMetRS inhib 0.5, STEP block -0.2, MsrA inhibitor 0.3, Scp-1 inhibitor -5.2, Rpn11 inh inactive, SUMO1 PPI mod 2.1, DNMT1 inh -2.7, CSN inh -4.9, LMPTP inh -1.9 and NadD inh 8.1.
Screening CCCN(C)C1CN(Cc2cn(CCCOC)nn2)S(=O)(=O)C1 (configuration not stated) returned TbMetRS inhib -1.1, MsrA inhibitor 0.3, SUMO1 PPI mod -0.2, CSN inh -4.9, LMPTP inh -1.6 and NadD inh 1.6.
Screening COc1ccc(S(=O)(=O)N2CCC3(CC2)OCCN3S(=O)(=O)c2ccccc2)cc1OC returned TbMetRS inhib 0.1, STEP block 0.7, MsrA inhibitor -1.4, Scp-1 inhibitor -7.8, Rpn11 inh inactive, SUMO1 PPI mod 3.7, DNMT1 inh -3.9, CSN inh -1.7, LMPTP inh 1.2 and NadD inh -4.1.
`O=c1c2ccc(Cl)cc2nc2n1CC/C2=C\c1cccc(O)c1` gave TbMetRS inhib -0.2, STEP block -0.6, MsrA inhibitor 0.9, Scp-1 inhibitor -6.4, Rpn11 inh inactive, SUMO1 PPI mod -12.2, DNMT1 inh -1.0, CSN inh 0.2, LMPTP inh 0.7 and NadD inh 7.6.
For CC(C)CNC(=O)C(=O)NCC(c1ccc2c(c1)OCO2)N1CCOCC1 (configuration not stated) the results were TbMetRS inhib 0.1, STEP block -0.8, MsrA inhibitor 2.0, Scp-1 inhibitor -1.4, Rpn11 inh inactive, SUMO1 PPI mod -2.4, DNMT1 inh 1.6, CSN inh 0.5, LMPTP inh -0.8 and NadD inh 2.4.
`COc1ccc(Cl)cc1C(=O)OCC(=O)c1ccc[nH]1` gave TbMetRS inhib -0.1, STEP block -1.8, MsrA inhibitor 0.4, Scp-1 inhibitor -2.2, Rpn11 inh inactive, SUMO1 PPI mod 0.6, DNMT1 inh -0.7, CSN inh -2.0, LMPTP inh -0.2 and NadD inh -2.9.
Screening CCC(=O)Nc1ccc(Cl)c(NC(=S)NC(=O)c2ccco2)c1 returned TbMetRS inhib -0.7, STEP block -4.4, MsrA inhibitor 0.2, Scp-1 inhibitor -6.6, Rpn11 inh inactive, SUMO1 PPI mod 0.2, DNMT1 inh -2.7, CSN inh 3.9, LMPTP inh 0.2 and NadD inh -6.7.
Screening CSCC[C@H](NC(=O)OC(C)(C)C)c1nnc(SCc2cccc(F)c2)o1 returned TbMetRS inhib -1.7, STEP block 4.3, MsrA inhibitor 0.3, Scp-1 inhibitor -15.9, Rpn11 inh inactive, SUMO1 PPI mod -1.7, DNMT1 inh 0.9, CSN inh -2.5, LMPTP inh 0.8 and NadD inh -8.8.
Cn1c(SCC(=O)Nc2cc(Cl)cc(Cl)c2)nnc1-c1ccc2nonc2c1 was read as TbMetRS inhib -0.1, STEP block 3.9, MsrA inhibitor -0.1, Scp-1 inhibitor -3.5, Rpn11 inh inactive, SUMO1 PPI mod 1.3, DNMT1 inh 17.6, CSN inh 18.8, LMPTP inh 6.6 and NadD inh -1.3.
`CC1CCN(c2ccc([N+](=O)[O-])cn2)CC1` gave TbMetRS inhib -0.3, STEP block -1.7, MsrA inhibitor 0.0, Scp-1 inhibitor -7.6, Rpn11 inh inactive, SUMO1 PPI mod -27.5, DNMT1 inh -2.1, CSN inh -1.1, LMPTP inh -2.0 and NadD inh 0.0.
Screening Cc1ccc(NC(=O)C2CCCC2)cc1Cl returned TbMetRS inhib -0.5, STEP block 1.3, MsrA inhibitor 0.2, Scp-1 inhibitor -2.6, Rpn11 inh inactive, SUMO1 PPI mod -0.3, DNMT1 inh 0.6, CSN inh 0.8, LMPTP inh -0.3 and NadD inh -13.3.
For COc1ccc(C(=O)C=Cc2ccc(OCc3ccccc3)c(OC)c2)cc1OC the results were TbMetRS inhib -0.4, STEP block 3.2, MsrA inhibitor 2.6, Rpn11 inh inactive, SUMO1 PPI mod -11.3, DNMT1 inh -1.3, CSN inh 2.8, LMPTP inh 2.8 and NadD inh -10.8.
`S=c1[nH]nc(-c2cccs2)n1C1CCCCC1` gave TbMetRS inhib 0.1, STEP block -1.9, MsrA inhibitor -1.0, Scp-1 inhibitor 4.0, Rpn11 inh inactive, SUMO1 PPI mod 1.3, DNMT1 inh 0.8, CSN inh -3.1, LMPTP inh -1.1 and NadD inh -1.9.
`Cc1ccc(C(=O)N2CCN(c3ccc([N+](=O)[O-])c(N4CCOCC4)c3)CC2)cc1` gave TbMetRS inhib 0.3, STEP block 0.7, MsrA inhibitor -0.5, Scp-1 inhibitor -10.3, Rpn11 inh inactive, SUMO1 PPI mod -27.5, DNMT1 inh -3.7, CSN inh -0.3, LMPTP inh 0.2 and NadD inh 1.6.
For CN1CCc2c1nc1ccccc1c2NC(=O)CN1CCCC1 the results were TbMetRS inhib -0.6, STEP block 1.4, MsrA inhibitor 1.1, Scp-1 inhibitor 6.0, Rpn11 inh inactive, SUMO1 PPI mod -1.6, DNMT1 inh 0.3, CSN inh 1.1, LMPTP inh 3.0 and NadD inh -1.9.
Screening CN(CCC1CCOCC1)C(=O)CC1C(=O)NCCN1Cc1ccccc1F (configuration not stated) returned TbMetRS inhib -0.7, STEP block -0.6, MsrA inhibitor -1.0, Scp-1 inhibitor -4.5, Rpn11 inh inactive, SUMO1 PPI mod -2.6, DNMT1 inh -4.4, CSN inh -0.3, LMPTP inh -2.7 and NadD inh -2.9.
For COc1ccc2nc(NCCO)[nH]c2c1 the results were TbMetRS inhib -1.3, STEP block -2.7, MsrA inhibitor 0.6, Scp-1 inhibitor -4.8, Rpn11 inh inactive, SUMO1 PPI mod 4.2, DNMT1 inh -0.5, CSN inh -2.8, LMPTP inh -1.6 and NadD inh -7.6.
`CCOC(=O)c1ccccc1NC(=O)COC(=O)C1CCN(S(=O)(=O)c2ccccc2C(=O)OC)CC1` gave TbMetRS inhib -0.6, STEP block 0.6, MsrA inhibitor -0.9, Scp-1 inhibitor -9.6, Rpn11 inh inactive, SUMO1 PPI mod 7.7, DNMT1 inh 0.3, CSN inh 4.9, LMPTP inh 3.6 and NadD inh -2.5.
`Cc1cc(C)cc(NC(=O)CCN2C(=O)c3ccccc3C2=O)c1` gave TbMetRS inhib -0.9, STEP block -0.6, MsrA inhibitor 1.2, Scp-1 inhibitor -1.6, Rpn11 inh inactive, SUMO1 PPI mod 0.7, DNMT1 inh -0.1, CSN inh 3.0, LMPTP inh 0.4 and NadD inh -9.2.
For O=C(Oc1ccccc1F)c1ccc2c(=O)n3c(nc2c1)CCC3 the results were TbMetRS inhib -0.4, STEP block -0.4, MsrA inhibitor 0.9, Scp-1 inhibitor 13.0, Rpn11 inh inactive, SUMO1 PPI mod 18.0, DNMT1 inh -1.8, CSN inh 0.6, LMPTP inh 18.6 and NadD inh 5.2.
`CC(=O)C1=C(C)NC(=O)NC1c1ccccc1OCC(=O)NCCc1ccccc1` (configuration not stated) gave TbMetRS inhib -0.8, STEP block 0.7, MsrA inhibitor 0.8, Scp-1 inhibitor -6.1, Rpn11 inh inactive, SUMO1 PPI mod 0.6, DNMT1 inh -1.5, CSN inh 3.4, LMPTP inh -1.4 and NadD inh 0.9.
Screening O=C(Oc1cccc2cccnc12)c1ccco1 returned TbMetRS inhib -0.6, STEP block 3.2, MsrA inhibitor 0.0, Scp-1 inhibitor -3.0, Rpn11 inh inactive, SUMO1 PPI mod -4.5, DNMT1 inh -0.4, CSN inh 2.2, LMPTP inh -1.3 and NadD inh 5.5.
